Assay outcomes as filed in PubChem BioAssay.
IL-1B inflam inh = inflammasome signaling inhibition, IL-1 beta readout; THP-1 LPS/ATP IL-1B secretion, AlphaLISA, 16 h; hits give low values; activity change, % at 57.5 µM; 360,000 tested, 4.7% active; AID 743279; in the data active = activity change below about -50%; inconclusive = mostly about -30% to -49%; also: % is scaled to controls: 0 for no effect and ±100 for the full control effect
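Secreted IL-1B measured by AlphaLISA bead assay after 16 h compound exposure of THP-1 cells; compounds (final up to 57.5 uM) added 1 h before LPS (250 ng/mL) and ATP (1.25 mM) stimulation; lower signal means less secretion.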
Nrf2 inh = inhibitors of Nrf2 signaling. A549 ARE-Fluc reporter, luciferase luminescence, 18-24 h. Potency, µM (top dose mostly 46 µM), for the others: top-dose activity change, negative = inhibition, hits mostly inhibitors. 360,000 tested, 2.1% active. AID 504444; also: potency is read from the fitted curve at half-maximal effect; % is scaled to controls: 0 for no effect and ±100 for the full control effect; nearly all actives have a fitted effect of over 60% in size
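Nrf2 activity is the BugLite luminescence, read 15 min after reagent at room temperature, following CellTiter-Fluor cytotoxicity readout (30 min, 37C). Compound titrations were applied for 18-24 h to 5000 A549 ARE_Fluc cells/well in 5% FBS OPTI-MEM.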
HepG2 viability = kills HepG2 cells in TGF-b inhibitor counter-screen; Potency, µM (titrated, usually from 46.1 µM), without a hit: at the highest dose activity change, negative = cytotoxicity, usual class: cytotoxic; 410,000 tested, 0.76% active; HepG2 CAGA-GFP viability, ATP luminescence, 18 h; also: potency is read from the fitted curve at half-maximal effect; some results filed as inactive show a strong effect at the top dose
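HepG2 CAGA-GFP cells (1000/well, DMEM with 1% FBS) received compound, then TGF-beta at 500 pg/mL final, and were incubated 18 hours at 37 degrees C. Viability was read by CellTiter-Glo luminescence. Media-only wells were set as complete cell-killing and DMSO as no toxicity.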
A549 tox = counter-screen for Nrf2 inhibitors: cytotoxicity in A549 cells. Potency, µM (top dose mostly 46 µM), inactives show top-dose activity change, negative = cytotoxicity, usual class: inhibitors. 390,000 tested, 0.16% active. A549 ARE-Fluc cells, CellTiter-Fluor viability, 18-24 h; also: potency is read from the fitted curve at half-maximal effect; % is scaled to controls: 0 for no effect and ±100 for the full control effect
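A549 ARE_Fluc cells in 5% FBS OPTI-MEM were exposed to compounds in concentration-response for 18-24 h at 37 deg C. Viability was read by CellTiter-Fluor fluorescence (Ex 405/Em 525) after 30 min, before the luciferase read.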
Nrf2 activator = activates Nrf2 signaling; Potency, µM (top dose mostly 46.1 µM), inactives show top-dose activation, usual class: activators; 410,000 tested, 0.31% active; AREc32 ARE-luciferase reporter (MCF7-derived line), luminescence, 24 h; also: potency is read from the fitted curve at half-maximal effect; % of control where 0% means no effect; nearly all actives have a fitted effect of over 65% in size
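AREc32 cells carrying an ARE-driven firefly luciferase, 1000 cells/well in OPTI-MEM with 5% FBS, dosed after overnight attachment and incubated 24 hr at 37 deg C. Steady-Glo luminescence read after 30 min at RT.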
ATXN viability = reduces viability in counter-screen for ATXN expression inhibitors; Potency, µM (doses to about 56.7 µM), most hits filed as cytotoxic; 400,000 tested, 0.49% active; S2 cells (HEK-293 line with an ATXN2-luciferase reporter) viability, CellTiter-Fluor protease fluorescence, 24 h; also: potency is read from the fitted curve at half-maximal effect; nearly all actives have a fitted effect of over 40% in size
TGFb inhibitor = inhibitors of TGF-b signaling; HepG2 CAGA-GFP TGF-b/SMAD3 reporter, GFP fluorescence, 18 h; TGF-beta stimulated, 500 pg/mL final; AID 588855; 410,000 tested, 1.2% active; Potency, µM (series often up to 46.1 µM), inactives show top-dose activity, negative = inhibition, most hits filed as inhibitors; also: potency is read from the fitted curve at half-maximal effect; % is scaled to controls: 0 for no effect and ±100 for the full control effect; nearly all actives have a fitted effect of over 65% in size
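Inhibition was scored as loss of TGF-beta-induced (500 pg/mL final, 18 hours, 37 degrees C) GFP in HEPG2 cells carrying a CAGA-GFP reporter, in DMEM with 1% FBS. Well GFP was summed per cell; Activity was normalised to unstimulated and stimulated DMSO wells, then concentration-response fitting.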
ATXN2 expr inh = ATXN2 expression inhibition. Potency, µM (doses to about 57 µM), for inactives: at the highest dose activity change, negative = inhibition, hits mostly inhibitors. 360,000 tested, 0.72% active. HEK-293 ATXN2-luciferase reporter, luminescence, 24 h; also: potency is read from the fitted curve at half-maximal effect; % is scaled to controls: 0 for no effect and ±100 for the full control effect; nearly all actives have a fitted effect of over 55% in size
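ATXN2-luciferase reporter cells (luciferase flanked by upstream and downstream ATXN2 gene portions) were treated 24 h at 37 °C with compounds at up to 57 uM. SteadyGlo luminescence gave expression; GF-AFC fluorescence gave viability.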
MCF10A rereplic = inducers of DNA re-replication in MCF 10A breast cells. MCF 10A DNA re-replication, Hoechst nuclear intensity, 48 h. Potency, µM (top dose mostly 46.1 µM), without a hit: at the top dose activity, positive = re-replication, actives largely listed as activators. 350,000 tested, 2.9% active. AID 624296; also: potency is read from the fitted curve at half-maximal effect; % of control where 0% means no effect; nearly all actives have a fitted effect of over 50% in size
Numbers without * were called inactive; i = inactive; ? = inconclusive; . = no result given. Unless noted, calls follow the shape of the dose curve; as a rule, active = well fitted curve in the direction sought with a large enough effect; inconclusive = small, poorly fitted or top-dose-only effect, or another doubt; inactive = no such curve, though single readings can be large; an effect the other way counts as inactive or inconclusive.

SMILES	IL-1B inflam inh	Nrf2 inh	HepG2 viability	A549 tox	Nrf2 activator	ATXN viability	TGFb inhibitor	ATXN2 expr inh	MCF10A rereplic
O=C(c1ccccc1)c1ccc(OCCCCN2CCCCC2)cc1	-11	5%	-9%	10%	-0.4%	i	0%	-2%	?
CCCCCOP(=O)(OCCCCC)C1(NS(=O)(=O)c2ccccc2)C=CC(=O)c2ccccc21 (stereo unspecified)	?	?	-98%	?	10%	i	?	-20%	?
CCCCN(CC)CCNC(=O)c1cc2c(C)nc3ccccc3c2o1	-22	-3%	-29%	-15%	16%	?	-12%	-24%	5%
COc1ccc(Cl)cc1S(=O)(=O)N1CCN(C(=O)c2cc(OC)c(OC)c(OC)c2)CC1	24	15%	-19%	0%	0.2%	i	1%	0%	2%
CCN1C(=O)[C@H]2[C@@H](c3ccc(C)cc3)N3C(=O)N(c4cccc(Cl)c4)C(=O)[C@@]3(CC(C)C)[C@H]2C1=O	-4	?	-7%	-13%	1.7%	i	21%	-19%	1%
Cc1ccnc(NC(=O)C2CCN(S(=O)(=O)c3ccc4c(c3)CC(C)N4C(=O)C3CCC3)CC2)c1 (stereo unspecified)	-69*	?	-7%	-11%	0.6%	?	-28%	?	?
Cn1c(SCC(=O)Nc2ccc(NC(=O)c3cccc(F)c3)cc2)nnc1-c1ccncc1	28	-20%	4%	11%	0.2%	i	8%	16%	-12%
CCN(CC)c1cccc(OC(=O)c2cccnc2Cl)c1	-1	-2%	14%	1%	0.2%	i	13%	-9%	3%
COC(=O)COc1ccc2cc(-c3ccccc3)c(=O)oc2c1	6	4%	7%	1%	0.5%	i	1%	15%	-12%
CCN(c1ccccc1)S(=O)(=O)c1cc(NC(=O)COC(=O)C2CC2)ccc1Cl	-15	?	-4%	1%	2.0%	i	4%	30%	3%
Cn1ncc(Cl)c1C(=O)Nc1ccncc1	?	-18%	-22%	12%	-0.7%	i	6%	-3%	0%
Cc1cccc(-c2nc(SCC(=O)Nc3ccc4c(c3)OCO4)c(-c3ccccc3)[nH]2)c1	.	?	-22%	?	-1.1%	?	13µM*	?	.
C=CCn1c(SCn2nnc3ccccc3c2=O)nc2scc(-c3cccs3)c2c1=O	-6	10%	-24%	-1%	-0.2%	i	?	-11%	33%
CN1CCN(CCOc2cccc(Cl)c2)CC1	0	-21%	-8%	-17%	-0.5%	i	-3%	-13%	5%
CCCCC1S/C(=N/N=C/c2ccc(OC)cc2)N(Cc2ccc(OC)cc2)C1=O (stereo unspecified)	5	-21%	-2%	-10%	0.0%	i	3%	-9%	2%
COC(=O)c1cccc2c1C(=O)c1cc([N+](=O)[O-])ccc1-2	-14	.	-17%	.	0.4%	i	-2%	.	.
CC(C)(C)OC(=O)N1CCC[C@H]1c1nnc(SCc2ccccc2F)o1	-7	2%	10%	-3%	-0.8%	i	8%	4%	-4%
COc1ccc(OCCSc2nnc(-c3ccc(OC)cc3)n2N)cc1	10	-11%	-1%	-6%	-0.1%	i	?	5%	3%
CCOCCCNC(=O)c1ccc(OC2CCN(C(C)=O)CC2)c(OC)c1	6	-7%	0%	2%	-0.6%	i	2%	5%	2%
CC(Oc1ccc(-c2ccccc2)c(F)c1)c1ccn(S(=O)(=O)c2ccc(Br)cc2)n1 (stereo unspecified)	-3	?	-31%	-8%	0.1%	i	-5%	-3%	?
C[C@H](NC(=O)OC(C)(C)C)c1nnc(SCC(=O)Nc2cccc(Cl)c2)o1	-1	0%	1%	0%	-0.8%	i	0%	0%	2%
COc1ccc(N2CCN(C(CNC(=O)C(=O)NCCCn3ccnc3)c3cccnc3)CC2)cc1 (stereo unspecified)	-1	?	-19%	-6%	-0.6%	i	?	.	0%
CCNC(=O)N(C)c1c(CC)nc2ccc(C(=O)N3CCN(C(C)=O)CC3)cn12	28	.	8%	.	-1.1%	i	10%	4%	.
O=C(OCc1ccccn1)C1CCN(C(=O)c2ccc(Cl)cc2)CC1	0	-19%	13%	0%	0.4%	i	2%	17%	1%
COc1ccc(NC(=O)CCN2CCN(S(=O)(=O)c3cc(Cl)ccc3Cl)CC2)cc1	-7	?	-29%	3%	2.9%	i	-27%	-18%	-25%

For convenience, five of the compounds above.
SMILES	IL-1B inflam inh	Nrf2 inh	HepG2 viability	A549 tox	Nrf2 activator	ATXN viability	TGFb inhibitor	ATXN2 expr inh	MCF10A rereplic
C[C@H](NC(=O)OC(C)(C)C)c1nnc(SCC(=O)Nc2cccc(Cl)c2)o1	-1	0%	1%	0%	-0.8%	i	0%	0%	2%
COc1ccc(N2CCN(C(CNC(=O)C(=O)NCCCn3ccnc3)c3cccnc3)CC2)cc1 (stereo unspecified)	-1	?	-19%	-6%	-0.6%	i	?	.	0%
CCNC(=O)N(C)c1c(CC)nc2ccc(C(=O)N3CCN(C(C)=O)CC3)cn12	28	.	8%	.	-1.1%	i	10%	4%	.
O=C(OCc1ccccn1)C1CCN(C(=O)c2ccc(Cl)cc2)CC1	0	-19%	13%	0%	0.4%	i	2%	17%	1%
COc1ccc(NC(=O)CCN2CCN(S(=O)(=O)c3cc(Cl)ccc3Cl)CC2)cc1	-7	?	-29%	3%	2.9%	i	-27%	-18%	-25%

Some of the entries above, reformatted.
Every second line gives: IL-1B inflam inh | Nrf2 inh | HepG2 viability | A549 tox | Nrf2 activator | ATXN viability | TGFb inhibitor | ATXN2 expr inh | MCF10A rereplic
> Cc1ccnc(NC(=O)C2CCN(S(=O)(=O)c3ccc4c(c3)CC(C)N4C(=O)C3CCC3)CC2)c1 (stereo unspecified)
→ -69* | ? | -7% | -11% | 0.6% | ? | -28% | ? | ?
> Cn1c(SCC(=O)Nc2ccc(NC(=O)c3cccc(F)c3)cc2)nnc1-c1ccncc1
→ 28 | -20% | 4% | 11% | 0.2% | i | 8% | 16% | -12%
> CCN(CC)c1cccc(OC(=O)c2cccnc2Cl)c1
→ -1 | -2% | 14% | 1% | 0.2% | i | 13% | -9% | 3%
> COC(=O)COc1ccc2cc(-c3ccccc3)c(=O)oc2c1
→ 6 | 4% | 7% | 1% | 0.5% | i | 1% | 15% | -12%

Other structures follow:
SMILES	IL-1B inflam inh	Nrf2 inh	HepG2 viability	A549 tox	Nrf2 activator	ATXN viability	TGFb inhibitor	ATXN2 expr inh	MCF10A rereplic
CN(CCc1ccccn1)C(=S)Nc1ccc(Cl)cc1Cl	-10	5%	5%	1%	-0.4%	i	9%	20%	0%
O=C(c1cccc(-n2cccc2)c1)N1CCN(S(=O)(=O)c2c(F)cccc2F)CC1	1	-14%	-22%	5%	-0.3%	i	-12%	-22%	7%
COc1ccc(C(=O)Nc2ccc(NC(=O)c3ccccc3OC)nc2)cc1	-28	?	5%	0%	-0.2%	i	-1%	4%	?
CC(C)(C)C1CCN2CCC[C@](c3ccccc3)(C1)[C@@]21CO1 (stereo partly specified)	?	.	.	.	3.8%	i	.	1%	.
COCCn1c(=NC(=O)/C=C/c2cccs2)sc2cc(NC(C)=O)ccc21	0	-14%	-25%	13%	5.4%	i	-5%	-11%	19%
CC(=O)CCc1c(C)[nH]c2ccccc2c1=O	-14	?	-9%	9%	-0.8%	i	2%	4%	-1%
COc1ccc(C2CC(c3ccccc3)=NN2C(=O)COC(=O)c2cc(S(=O)(=O)N3CCOCC3)ccc2Cl)cc1 (stereo unspecified)	0	0%	-4%	6%	0.7%	i	-4%	-20%	-2%
CCCNC(=O)c1cc(C2CCCCN2C(=O)CCCc2ccccc2)on1 (stereo unspecified)	26	.	1%	.	0.0%	i	-8%	14%	.
CC(=O)Nc1ccc(NC(=O)c2ccc(N(C)S(=O)(=O)c3ccc(C)cc3)cc2)cc1	-3	4%	-25%	4%	-0.4%	i	-2%	-13%	13%
CCCCc1c(C)nc2ccccc2c1SCCC(=O)O	8	?	-4%	-10%	9.3%	i	-3%	.	-4%
c1ccc(CCNC2=NCCCS2)cc1	-5	-10%	-1%	7%	0.0%	i	-16%	-5%	3%
COc1ccccc1NC(=O)CCc1nnc2ccc(N3CCC4(CC3)OCCO4)nn12	5	?	3%	4%	-0.7%	i	1%	-5%	-4%
COc1ccc(N2CCN(Cc3nc4c(c(=O)[nH]c(=O)n4C)n3CCCc3ccccc3)CC2)cc1	-21	-28%	-5%	4%	0.1%	i	2%	7%	-4%
CCS(=O)(=O)N1CCC(C(=O)NCCCN2CCCC2)CC1	18	12%	4%	-6%	-0.5%	i	0%	-3%	0%
CCOc1ccc(C2C(C(=O)Nc3ccc(Cl)cc3)=C(C)Nc3nc(C(F)(F)F)nn32)cc1 (stereo unspecified)	.	-27%	-45%	-8%	-0.2%	?	-21%	-28%	.
O=S(=O)(Nc1ccc(Cl)cc1)c1ccc(NS(=O)(=O)c2ccc3c(c2)OCCO3)cc1	.	-17%	-28%	-2%	-0.9%	.	?	.	.

Shown as a hit in IL-1B inflam inh (from the list above):
Molecule	IL-1B inflam inh	Nrf2 activator
Cc1ccnc(NC(=O)C2CCN(S(=O)(=O)c3ccc4c(c3)CC(C)N4C(=O)C3CCC3)CC2)c1 (stereo unspecified)	-69*	0.6%
